# GDH-TPI counter = counter-screen for M. tuberculosis FBA inhibitors: GDH-TPI coupled enzymes; actives 1.2% (n = 360,000); GDH-TPI coupled enzyme counterscreen, NADH absorbance; AID 588335; inhibition, % at 4.8 µM;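 also: 0% = DMSO wells and 100% = wells lacking the enzyme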
# Mtb UGM inh = inhibitors of M. tuberculosis UDP-galactopyranose mutase. P9WIQ1. purified UGM, fluorescence polarization probe displacement. inhibition, % at 10 µM. actives 0.06% (n = 320,000). AID 504406; in the data active = inhibition above about 10%, passing the limit was not always enough; inconclusive = no clear call, values can overlap the other calls
# BioA inh = blocks M. tuberculosis BioA enzyme activity; inhibition, % at 9.99 µM; AID 602481; actives 0.096% (n = 360,000); purified M. tuberculosis BioA enzyme, plate reader; in the data active = inhibition above about 40%; inconclusive = no clear call, values can overlap the other calls
# FBA Mtb inh = Mtb fructose-bisphosphate aldolase inhibition; purified M. tuberculosis FBA, fluorescence read-out; inhibition, % at 1 µM; actives 2.3% (n = 360,000); AID 588726; in the data active = inhibition above about 27%;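 also: 0% = vehicle and 100% = reference inhibitor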
# Target sequence (P9WQA3 whole entry, looked up): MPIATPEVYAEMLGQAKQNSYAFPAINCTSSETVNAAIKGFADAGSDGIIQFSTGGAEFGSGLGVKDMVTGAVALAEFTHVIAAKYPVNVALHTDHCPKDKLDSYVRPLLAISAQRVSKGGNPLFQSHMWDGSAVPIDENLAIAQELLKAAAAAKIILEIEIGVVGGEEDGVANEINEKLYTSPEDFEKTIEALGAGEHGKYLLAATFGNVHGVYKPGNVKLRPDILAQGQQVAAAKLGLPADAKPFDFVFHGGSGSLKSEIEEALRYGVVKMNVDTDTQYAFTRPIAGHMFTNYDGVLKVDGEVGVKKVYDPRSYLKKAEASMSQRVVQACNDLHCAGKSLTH
# BoNT-F LC inh = BoNT F light chain protease inhibition | Multiplex microsphere protease cleavage assay, flow cytometry | inhibition, % at 10 µM | actives 0.22% (n = 360,000); in the data active = inhibition above about 35%, passing the limit was not always enough; inconclusive = no clear call, values can overlap the other calls; also: plate controls were buffer without enzyme for full effect and enzyme alone for no effect
# MazF activator = increases E. coli MazEF RNase cleavage of RNA; AID 504720; FAM/BHQ RNA-DNA oligo cleavage fluorescence, 5 h; actives 0.32% (n = 350,000); activation, % at 20 µM; in the data active = activation above about 50%
# Target sequence (P0AE70 whole entry, looked up): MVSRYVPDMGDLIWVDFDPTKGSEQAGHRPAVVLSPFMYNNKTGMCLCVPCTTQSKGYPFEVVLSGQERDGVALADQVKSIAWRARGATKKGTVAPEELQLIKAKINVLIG
# VHR inh abs = DUSP3 (human) phosphatase inhibition; P51452; recombinant VHR phosphatase, pNPP absorbance; inhibition, % at 13.3 µM; actives 0.52% (n = 290,000); in the data active = inhibition above about 50%; also: some compounds called inactive have numbers as strong as hits
# Target sequence (P51452 whole entry, looked up): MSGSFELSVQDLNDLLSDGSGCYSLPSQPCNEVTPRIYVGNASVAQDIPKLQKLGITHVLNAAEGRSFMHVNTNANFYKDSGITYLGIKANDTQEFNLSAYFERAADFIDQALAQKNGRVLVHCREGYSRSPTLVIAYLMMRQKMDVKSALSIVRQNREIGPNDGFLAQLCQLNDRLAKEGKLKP
# Rv3671c inh = Rv3671c (M. tuberculosis) protease inhibition. P9WHR9. inhibition, % at 5.96 µM. actives 0.048% (n = 320,000). AID 2606; in the data active = inhibition above about 38%;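 also: extracellular domain of Rv3671c used as enzyme; 0% = enzyme with DMSO and 100% = no enzyme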
# CCHFV vOTU inh = CCHFV vOTU protease inhibition; Pep-AMC fluorescence; inhibition, % at 11.5 µM; actives 0.55% (n = 370,000); also: 0% = vehicle wells with enzyme and 100% = no enzyme wells
# FadD28 binding = M. tuberculosis FadD28 bisubstrate binding inhibition; inhibition, % at 12.5 µM; AID 588549; FadD28 bisubstrate probe binding, fluorescence polarization; actives 0.22% (n = 360,000); in the data active = inhibition above about 8.5%, passing the limit was not always enough; inconclusive = no clear call, values can overlap the other calls
# The depositor's hits bear a star; ? = inconclusive; . = not tested or not shown; + = active, no number. Rule as the data show it, unless noted: active = inhibition above about 30%; inactive = the rest.
SMILES,GDH-TPI counter,Mtb UGM inh,BioA inh,FBA Mtb inh,BoNT-F LC inh,MazF activator,VHR inh abs,Rv3671c inh,CCHFV vOTU inh,FadD28 binding
Cc1cccc(-n2c(CN3C(=O)c4ccccc4C3=O)nc3ccccc3c2=O)n1,-4,0.3,0.1,6,-18,-3,.,-4,11,-0.8
CCOC(=O)N1CCN(C(=O)CS(=O)(=O)Cc2nc(-c3ccccc3C)oc2C)CC1,1,3.6,3.2,2,7,-4,3,-7,-4,0.2
O=C(Nc1ccc(F)cc1)N(CCCN1CCOCC1)Cc1cc2cc3c(cc2[nH]c1=O)OCCO3,22,0.5,0.7,12,-5,10,6,6,-12,-2.7
Cc1cc(C)n2cc(CSCc3ccccc3)nc2n1,-1,1.2,7.5,160*,-5,5,15,5,-81,-2.6
OC[C@H]1O[C@@H](Oc2ccc3cc(Br)ccc3c2)[C@H](O)[C@@H](O)[C@H]1O,2,-1.0,-0.2,-1,-3,-2,.,6,7,-1.0
O=C(NC1CCCCC1)C(c1ccc(Cl)cc1)N(C(=O)c1cnccn1)c1ccc2c(c1)OCO2 (centres undefined),8,0.9,.,-2,-8,-3,6,-5,2,-3.1
Nc1ccc(O)c([N+](=O)[O-])c1,5,1.4,-0.2,-3,-9,4,.,2,13,2.3
CCCCCCN1C[C@@H](O)[C@H](n2cc(C3CC3)nn2)C[C@@H]1c1ccc(C)cc1,0,.,-2.4,2,0,0,.,.,8,-2.1
CC1=CP(=O)(Oc2ccc([N+](=O)[O-])cc2)CC1 (centres undefined),10,.,.,-4,-1,10,.,.,10,-1.0
CCC(C)(C)N1CC(=O)N(Cc2ccccc2)C(c2ccc(OC)cc2)C1=O (centres undefined),-1,-1.2,-0.1,1,-14,2,29,9,6,-4.1
Cc1nc2ccccc2c2oc(C(=O)NCCN3CCN(C)CC3)cc12,3,1.3,-0.5,1,6,-6,21,4,2,-3.9
COc1ccc(-c2noc(CCCc3ccccc3)n2)cc1OC,-12,0.5,2.8,-7,-5,-3,-6,-4,5,-3.4

# Reprinted from the part before: six compounds, then new ones.
SMILES,GDH-TPI counter,Mtb UGM inh,BioA inh,FBA Mtb inh,BoNT-F LC inh,MazF activator,VHR inh abs,Rv3671c inh,CCHFV vOTU inh,FadD28 binding
Nc1ccc(O)c([N+](=O)[O-])c1,5,1.4,-0.2,-3,-9,4,.,2,13,2.3
CCCCCCN1C[C@@H](O)[C@H](n2cc(C3CC3)nn2)C[C@@H]1c1ccc(C)cc1,0,.,-2.4,2,0,0,.,.,8,-2.1
CC1=CP(=O)(Oc2ccc([N+](=O)[O-])cc2)CC1 (centres undefined),10,.,.,-4,-1,10,.,.,10,-1.0
CCC(C)(C)N1CC(=O)N(Cc2ccccc2)C(c2ccc(OC)cc2)C1=O (centres undefined),-1,-1.2,-0.1,1,-14,2,29,9,6,-4.1
Cc1nc2ccccc2c2oc(C(=O)NCCN3CCN(C)CC3)cc12,3,1.3,-0.5,1,6,-6,21,4,2,-3.9
COc1ccc(-c2noc(CCCc3ccccc3)n2)cc1OC,-12,0.5,2.8,-7,-5,-3,-6,-4,5,-3.4
CC1CCN(C(=O)c2ccc(CNc3c(N4CCCC4)c(=O)c3=O)cc2)CC1,6,-0.4,-0.8,-3,-6,5,24,-3,0,-1.0
CCN(CC(=O)NCc1ccc(Cl)cc1)C(=O)CCC(=O)c1ccc(C)cc1,4,2.0,.,-1,-7,-16,.,3,9,-1.5
COc1ccccc1OCCOc1ccc(/C=C2\C(=N)N3N=C(S(C)(=O)=O)SC3=NC2=O)cc1,2,5.8,0.9,8,13,3,20,-12,-10,-9.6
O=C(COC(=O)C1CCN(C(=O)c2ccc(Cl)cc2)CC1)c1ccco1,13,3.1,3.6,-3,16,0,32,-9,-12,0.3
CC1=C(C(=O)Nc2ccc(C(=O)N3CCN(c4ccccc4F)CC3)cc2)SCCO1,9,-0.8,1.9,-4,-3,4,23,8,7,1.0
O=C(CN1CCN(C(C(=O)Nc2ccc(Cl)cc2C(F)(F)F)c2ccccc2)CC1)NC1CC1 (centres undefined),-1,1.5,-0.3,5,-2,2,.,-6,8,-1.4
Cc1c(CC(=O)O)c(=O)oc2c(C)c3occ(-c4ccc(F)cc4)c3cc12,7,0.2,6.4,8,14,-6,-2,.,7,-1.3
OC(c1ccc(-c2ccccc2)cc1)c1ncc(-c2ccc(C(F)(F)F)cc2)[nH]1 (centres undefined),3,.,-0.7,-2,-2,.,.,.,8,-1.1
Cc1ccsc1C(=O)C1CCCN(Cc2cn(C)nc2-c2ccccc2)C1 (centres undefined),0,-0.5,.,1,-5,0,0,-3,9,-3.9
CN(C(=O)COC(=O)c1ccc2ccccc2n1)C1CCCCC1,3,-0.8,-3.8,5,1,-9,.,0,7,0.0
Cc1noc(C(=O)Nc2cc(Cl)ccc2O)c1Cl,18,-0.9,-1.8,1,-6,-8,27,-5,6,-3.2
Cc1cc2[nH]c(=O)c(=O)[nH]c2cc1S(=O)(=O)N1CCN(c2cccc(C(F)(F)F)c2)CC1,11,1.3,-0.6,7,7,-7,-4,-21,21,-3.2
C/C=C/c1ccc(OCC(=O)Nc2cc(S(=O)(=O)N3CCOCC3)ccc2N2CCCC2)c(OC)c1,-9,1.2,-0.9,-1,2,-5,.,8,-2,1.5
O=[N+]([O-])c1ccc(/C=N/Nc2ncc(-c3ccccc3)cn2)cc1,5,.,.,1,1,6,23,.,4,-0.1
O=C(N/N=C/c1cc(Br)cs1)C(O)c1ccccc1 (centres undefined),19,1.2,-1.1,3,0,-1,-14,1,12,2.4
COc1ccccc1NC(=O)C1=C(C)Nc2nnnn2C1c1ccncc1 (centres undefined),-7,1.2,1.3,2,-7,-7,16,-2,-1,-3.3
CCCOc1ccc(Cc2c(O)nc(SC)[nH]c2=O)cc1,5,0.0,-2.3,-1,-15,-1,12,-7,-2,1.4
C=CCn1c(COc2ccccc2F)nnc1SCC(=O)Nc1cc(C)on1,-4,-1.4,.,0,2,-15,-7,-1,-6,-2.4
Cc1cccc(N2CCN(C(=O)c3cccc(NC4=NC5CS(=O)(=O)CC5S4)c3)CC2)c1C (centres undefined),3,1.7,-2.1,-3,1,2,13,3,-1,-2.0
Cc1ccccc1NC(=O)Cc1nc(COC(=O)c2ccccn2)cs1,-1,-0.9,1.1,1,-4,5,.,-3,-2,-1.2
CCOc1ccc(Cl)cc1CNCCCSc1nc(C)cc(C)n1,4,-1.1,23,0,-11,16,-10,0,-6,-2.9
COc1ccc(-n2c(=O)c3c4c(sc3n(CC(N)=O)c2=O)CCCCC4)cc1,13,0.7,.,6,-6,-11,-4,-4,13,-0.3
O=S(=O)(Nc1ccc(O)c2ccccc12)c1cccs1,6,0.7,-1.5,-1,-4,23,3,-82,108*,-0.1
CC1(C(=O)NS(=O)(=O)c2ccccc2)CCN1C(=O)Cc1ccc(Cl)cc1Cl (centres undefined),12,.,-0.1,9,6,.,.,.,5,-11
COC(=O)C(C)N(c1ccc(C)cc1)S(=O)(=O)c1c(C)[nH]c(=O)[nH]c1=O (centres undefined),6,-0.6,0.2,-1,3,-3,36,2,-19,-0.1
COc1ccc2c(c1)CCCC(Br)C2=O (centres undefined),-1,.,.,-2,2,6,.,.,25,-2.6
Cn1cc(-c2ccc(Cl)cc2)cc(C#N)c1=O,5,1.4,.,56*,3,4,19,-3,-44,-1.3
CC(=O)C1=C(C)N(Cc2ccccc2)C(=O)N[C@H]1c1ccco1,-9,3.4,-2.1,-1,2,1,7,-2,1,-2.6
Cc1ccccc1NC(=S)N(C)Cc1cn(C)c2ccccc12,1,1.2,1.8,6,5,0,-10,0,-11,1.2
Cc1ccc(CNC(=O)c2cc3c(=O)n4ccccc4nc3n(CC3CCCO3)c2=N)cc1 (centres undefined),3,-0.4,.,+,1,24,13,-6,.,-2.7
CCSc1nnc(NC(=O)C2C3CCC(C3)C2C(=O)O)s1 (centres undefined),-6,0.0,.,5,-2,0,20,3,-13,3.5
COc1ccc(Nc2ncnc3ccc(Br)cc23)cc1OC,8,1.5,.,-2,?,9,11,-7,.,-4.1
CCC(=O)/C=C1\Sc2ccc(OC)cc2N1CC,31*,2.8,0.6,0,?,-3,10,-1,18,-0.9
COc1ccc(Oc2cccc(Cl)c2CNC(=O)CC(C)(C)CC(=O)O)cc1,-13,-1.7,.,-1,?,-4,13,3,8,-2.6
O=C(CNCC1CCCCC1)Nc1cccc(S(=O)(=O)N2CCOCC2)c1,8,0.9,.,22,-2,-2,36,-7,10,-0.3
Cc1ccc(C(=O)CSc2nnc3c4ccccc4nc(C(C)(C)C)n23)cc1,-5,-0.1,.,-3,-4,-16,-4,-10,-5,-4.0
COc1ccc(NC(=O)CN2CCC(NC(=O)c3ccc(OC)cc3)CC2)cc1,-2,1.1,0.1,-2,18,7,-6,8,-5,0.3
COC(=O)C1=C(c2ccc(Cl)c(C(F)(F)F)c2)C[C@@H]2CC[C@H]1N2C(=O)NCCOc1ccc(OC)cc1,11,-0.1,-0.7,3,-7,9,.,-2,.,-2.1
O=C1N(CCCN2C(=O)C3(OCCO3)c3ccccc32)c2ccccc2C12OCCO2,-12,0.5,-0.2,-4,-5,-4,19,-11,6,-2.4
Cc1cc2nc(CCN(C(=S)NCC3CCCO3)C3CCCC3)[nH]c2cc1C (centres undefined),3,-0.3,.,-2,-10,7,9,8,-18,-23
CC(C)Oc1cccnc1N(C)C1CCN(Cc2ccccc2)CC1,11,.,1.4,2,15,1,.,.,1,0.3
COc1ccc(C(c2nnnn2C(C)(C)C)N2CCN(c3nc4ccccc4s3)CC2)cc1OC (centres undefined),2,.,0.0,0,?,-2,29,.,-2,-0.2
Cc1cccc(-n2c(C)cc(C=C(C#N)C#N)c2C)c1,2,0.2,-2.2,-1,1,-9,5,3,6,-1.3
COc1ccc(S(=O)(=O)N(C)C[C@H]2Oc3c(NC(=O)Cc4ccccc4)cccc3C(=O)N([C@H](C)CO)C[C@@H]2C)cc1,7,1.0,-3.7,2,2,2,.,6,-9,0.8
COc1ccc(N(CC(=O)NC2CCCCC2)C(=O)CNC(=O)c2ccco2)cc1OC,10,3.7,.,4,-6,0,26,4,-10,0.2
Cc1cc(C(=O)NNC(=S)Nc2ccccc2C)cs1,12,0.0,-4.4,6,0,4,-5,-5,10,-1.0
OCCCn1c(CCCNc2nc(-c3cccc(Br)c3)cs2)nc2cc(Cl)c(N3CCCCC3)cc21,14,-2.3,-1.6,0,2,-12,28,5,16,-0.3
COc1ccccc1N1CCN(c2nc(C)cc(=O)[nH]2)CC1,2,-0.1,-1.3,7,-21,10,.,5,-14,-0.8
O=C(CSc1nnc(N2CCCC2)n1-c1ccccc1Cl)N1CCN(c2ccccn2)CC1,-3,.,5.9,2,-7,2,.,0,2,-3.6
O=C(c1ccccc1F)N1CCC(O)(c2cccnc2)CC1,4,-0.7,0.0,-2,5,-19,8,3,23,-2.5
COc1cc2sc3cc(NCc4ccc(C)o4)ccc3c(=O)c2cc1OC,20,0.3,-0.3,33*,0,6,.,-20,-16,-4.4
Cc1ccc(S(=O)(=O)N2CCN(C(=O)CCc3c[nH]c4ccccc34)CC2)c(C)c1,7,-0.8,.,0,-4,-1,.,-9,2,0.1
Cc1cc2ccccc2nc1SCC(=O)NC1CCCC1,6,-2.8,-0.2,0,-8,1,11,-10,2,-2.2
CCC(=O)OCCNc1cc(Sc2nc3ccccc3s2)c2nonc2c1[N+](=O)[O-],11,0.5,-0.1,-11,11,17,27,1,22,-1.1
COC(=O)Nc1ccc(S(=O)(=O)N2CCCCC2C(=O)NCc2ccco2)cc1 (centres undefined),5,-0.4,.,-1,-4,-24,8,7,-20,-2.4
